# proCasp7 act = activates human procaspase-7, counter-screen for procaspase-3 activators | recombinant procaspase-7, Ac-DEVD-pNA absorbance 405 nm; D23A/D198A/D206A triple mutant, cannot self-cleave; scale: DMSO 0, 5 µM enzyme 100 | hit rate 0.093% among 330,000 | AID 463210 | P55210 | activation, % at 8.5 µM;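 active = percent activation above the screen-wide mean plus 3 SD, cut at about 25% in these data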
#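 Replicates: singlicate. Assay system: Procaspase-7 triple mutant (PC-7 D3A). Signal: 405 nm absorbance of p-nitroaniline. Times: 1 h preincubation, 2 h reaction. Buffer or medium: Zinc-free HEPES pH 7.4 with 300 mM NaCl, 0.01% Triton X-100. Also added: DEVD-pNA substrate. Benchmarks: DMSO wells as 0%, DMSO with 5 µM added PC-7 as 100%.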
# core dimer inh = HCV core protein dimerization inhibition; TR-FRET GST/Flag-core106 dimerization, 1536-well; inhibition, % at 5 µM; hit rate 0.33% among 300,000;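 active = inhibition above the mean of all tested compounds plus 3 SD, set per screening campaign, cut at about 45% in these data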
#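 assay system = GST-tagged and Flag-tagged HCV core protein residues 1-106 | controls = unlabelled core106 and no-GST-core106 wells | incubation = compound-protein-antibody incubation 4 h at 22.5 °C | probe or stimulus = Eu donor and XL665 acceptor anti-tag antibodies | read-out = % inhibition based on acceptor/donor emission ratio | signal = TR-FRET 671 and 617 nm emission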
# GASC-1 inh = inhibitors of human GASC-1 (JMJD2C) demethylase. Q9H3R0. inhibition, % at 2.35 µM. hit rate 0.069% among 330,000. GST-JMJD2C(1-420) H3K9me3 demethylation, DELFIA europium;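 active = more than half of a compound's replicate wells show inhibition beyond 50%, single wells judged on their own value; inconclusive = some, but no more than half, of replicates pass 50% inhibition; inactive = no replicate passes 50% inhibition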;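 note: signal counts dimethyl H3K9 product captured on neutravidin plate; 0% = median of DMSO wells and 100% = 0.3 times that DMSO median; strong numbers were not always called active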
# Target sequence (Q9H3R0 1-420 limits assumed): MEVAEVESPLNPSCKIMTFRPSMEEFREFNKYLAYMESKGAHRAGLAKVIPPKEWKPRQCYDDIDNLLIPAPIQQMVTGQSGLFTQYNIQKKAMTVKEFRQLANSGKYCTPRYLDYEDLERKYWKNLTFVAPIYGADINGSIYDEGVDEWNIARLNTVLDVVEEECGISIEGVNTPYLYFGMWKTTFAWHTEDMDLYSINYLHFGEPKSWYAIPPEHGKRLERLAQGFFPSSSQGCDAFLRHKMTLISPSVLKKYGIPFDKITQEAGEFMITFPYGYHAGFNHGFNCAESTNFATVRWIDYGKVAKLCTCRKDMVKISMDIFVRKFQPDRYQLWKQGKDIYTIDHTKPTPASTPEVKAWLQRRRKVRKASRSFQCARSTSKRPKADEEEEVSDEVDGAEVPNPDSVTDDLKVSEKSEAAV
# proCasp3 act = procaspase-3 (human) activation; hit rate 0.11% among 330,000; P42574; activation, % at 8.5 µM; AID 463141; recombinant procaspase-3 D3A, Ac-DEVD-pNA absorbance 405 nm;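 active = activation above the mean of all tested compounds plus 3 SD, cut at about 21% in these data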;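 note: 0% = DMSO alone and 100% = DMSO wells spiked with extra 5 µM PC-3 D3A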
#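 Technique: 405 nm absorbance of p-nitroaniline, reads at 0 and 120 min; Test system: Procaspase-3 D3A mutant; Incubation: 1 h enzyme-compound preincubation, then 2 h substrate reaction, 25 °C; Repeats: singlicate, each compound tested once; Benchmarks: low control DMSO wells, high control DMSO plus 5 µM PC-3 D3A.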
# PP5 inh = PP5 (human) phosphatase inhibition. purified PP5c, OMFP substrate fluorescence. inhibition, % at 6.7 µM. hit rate 0.18% among 320,000. P53041. AID 1987;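 active = inhibition above the campaign's mean inhibition across all tested compounds plus 3 SD, cut at about 9.5% in these data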;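 note: 0% = DMSO only and 100% = 100 µM cantharidin control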
# Target sequence (P53041 whole entry, looked up): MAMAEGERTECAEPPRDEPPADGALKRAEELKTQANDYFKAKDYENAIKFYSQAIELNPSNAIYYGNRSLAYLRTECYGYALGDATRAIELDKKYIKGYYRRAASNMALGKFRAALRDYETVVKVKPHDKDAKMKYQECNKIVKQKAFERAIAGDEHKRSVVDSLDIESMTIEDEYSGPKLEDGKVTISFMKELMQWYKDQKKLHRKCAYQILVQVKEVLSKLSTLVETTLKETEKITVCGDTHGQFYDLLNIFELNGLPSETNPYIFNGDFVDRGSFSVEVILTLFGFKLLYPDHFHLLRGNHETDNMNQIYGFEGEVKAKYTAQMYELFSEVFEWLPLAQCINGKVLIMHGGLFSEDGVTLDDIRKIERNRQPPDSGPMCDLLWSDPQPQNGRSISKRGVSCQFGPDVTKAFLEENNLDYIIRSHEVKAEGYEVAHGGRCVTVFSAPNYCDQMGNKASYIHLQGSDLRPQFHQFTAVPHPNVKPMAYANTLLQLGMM
# PP1 counter = blocks human PP1-alpha phosphatase, a PP5 counter-screen; P62136; purified PP1alpha, OMFP fluorescence; inhibition, % at 6.7 µM; hit rate 0.9% among 320,000;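 active = inhibition above the mean inhibition of all tested compounds plus 3 SD, computed separately for each screening campaign, cut at about 15% in these data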
# Efflux pump mplx = inhibitors of Candida antifungal efflux pumps expressed in yeast. inhibition, % at 10 µM. hit rate 0.44% among 330,000. AID 485275. S. cerevisiae Candida pump triplex, Nile Red efflux;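 active = plate passing quality check with inhibition over a set limit, or well fluorescence over plate mean plus 4 SD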;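 note: Nile Red retained in pooled yeast measured as flow cytometry median fluorescence; 0% = buffer negative control and 100% = Enniatin B positive control; higher means more Nile Red kept so more efflux inhibition; some compounds called inactive have numbers as strong as hits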
# TPT1 inh = blocks Candida albicans tRNA 2'-phosphotransferase; recombinant caTPT1, FP RNA substrate dephosphorylation; inhibition, % at 5 µM; hit rate 0.81% among 300,000;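 active = inhibition above the mean of all tested compounds plus 3 SD, set per screening campaign, cut at about 24% in these data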;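 note: plate controls were DMSO alone for no effect and ferristatin control at 100 nM for full effect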
# Fh CTSL1 inh = cathepsin L1 inhibition, PFM18AAP counter-screen | recombinant F. hepatica cathepsin L1, Z-Leu-Arg-MCA fluorescence | inhibition, % at 5.96 µM | hit rate 0.49% among 300,000;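 active = inhibition above the mean of all tested compounds plus 3 SD, set per screening campaign, cut at about 17% in these data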;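 note: 0% = plate median of test compound wells and 100% = 1 µM Z-Phe-Ala-diazomethylketone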
# * marks the source's active call; other numbers are inactive results; i = inactive; u = inconclusive; x = no result given; & = joins results of further samples.
smiles	proCasp7 act	core dimer inh	GASC-1 inh	proCasp3 act	PP5 inh	PP1 counter	Efflux pump mplx	TPT1 inh	Fh CTSL1 inh
CC(=O)Nc1ccc(N(C(=O)Cc2cccs2)C(C(=O)NC2CCCC2)c2ccncc2)cc1 (configuration not stated)	3	6	-43	1	-0.5	-5	0.1	-3	-2
CN(C)S(=O)(=O)N1CCC(Oc2ccc(C(=O)NC3CCCCC3)cc2)CC1	0	2	-22	-1	2.0	0	0.0	-4	1
Cc1cc(C)c2[nH]c(C)c(CN3CCCCCC3)c(=O)c2c1	7	1	8	-12	0.1	-1	-0.1	-3	1
Cc1onc(-c2ccccc2)c1C(=O)N/N=C/C=C/c1ccccc1	3	-5	-6	8	4.2	-7	0.1	0	3
O=C(CSc1nnc(C2CC2)n1-c1ccccc1)NCCN1C(=O)CSC1=O	5	-4	18	9	-1.3	3	0.1	0	1
CCCCNC(=O)[C@]1(C)CCC[C@@]2(C)C3CC[C@@]4(C)C[C@]3(CCC21)CC4=O (some centres not stated)	13	x	2	5	2.4	-5	0.1	x	x
CS/C(=N\S(=O)(=O)c1cccs1)Nc1cccc(Cl)c1C	7	1	6	0	0.5	3	0.3	1	2
O=C(CN(c1ccccc1)S(=O)(=O)c1ccccc1)Nc1ccccc1C(=O)NCc1ccco1	5	17	2	0	3.1	4	-0.2	-1	-1
O=C(Cn1cnc2ccccc2c1=O)NNC(=O)c1ccccc1	-5	-4	17	2	-0.8	-4	-0.2	-1	-1
O=C(CSc1n[nH]c(-c2ccncc2)n1)Nc1ccccc1C(F)(F)F	-3	6	7	-3	-0.1	-6	-0.1	-3	-7
COc1ccc(-c2cc(-c3nnc(-c4ccncc4)o3)c3ccccc3n2)cc1	3	1	-4	-11	0.8	2	0.0	1	1
Cn1cccc1C(=O)OCc1ccc(F)cc1	-2	4	-7	12	0.2	-4	0.0	-2	-3
CCOc1ccc(NC(=O)CSc2nc(C)c3c(c2C#N)CCCC3)cc1	-10	10	0	4	-1.9	2	0.1	1	-6
COc1cccc(NC(=O)c2ccc(NC(=O)C(C)(C)C)cc2)c1	0	-8	-5	-9	0.7	-2	0.8	2	4
COc1ccc(C(=O)NC23CC4CC(CC(C4)C2)C3)cc1OC	13	-2	-2	-3	2.3	-2	0.1	2	3
COC(=O)CCC(=O)c1oc2ccccc2c1N	2	-9	-1	-1	0.5	1	0.0	-1	-7
O=c1cc[nH]c2ccc(OC(F)(F)F)cc12	4	-2	-2	12	0.5	-3	0.0	-1	0
O=C(COC(=O)c1ccc(F)cc1)Nc1ccc(Cl)cn1	5	2	1	5	-1.6	-5	0.0	1	-1
COc1ccc(/C=C(/NC(=O)c2ccco2)C(=O)N2CCc3ccccc32)cc1OC	4	3	-5	-1	1.2	-5	-0.1	-2	2
O=C(NCCN1CCN(c2cccc(Cl)c2)CC1)Nc1ccccc1	6	-5	-16	-4	0.1	-2	0.7	0	4

# 3 compounds out of the list above, sorted by the value under TPT1 inh, smallest number first.
SMILES	TPT1 inh
COc1ccc(/C=C(/NC(=O)c2ccco2)C(=O)N2CCc3ccccc32)cc1OC	-2
CS/C(=N\S(=O)(=O)c1cccs1)Nc1cccc(Cl)c1C	1
COc1cccc(NC(=O)c2ccc(NC(=O)C(C)(C)C)cc2)c1	2

# More results:
smiles	proCasp7 act	core dimer inh	GASC-1 inh	proCasp3 act	PP5 inh	PP1 counter	Efflux pump mplx	TPT1 inh	Fh CTSL1 inh
O=C(Nc1ccc(Cl)cc1Cl)C1=Cc2ccccc2OC1	2	6	-12	5	-0.5	4	-0.1	-4	3
COc1ccc(S(=O)(=O)N(CC(=O)N2CCN(C)CC2)C2CCCCC2)cc1OC	10	-129	6	-3	-2.0	-3	-0.1	-4	-2
CCc1ccccc1NC(=O)CN(c1cccc(OC)c1)S(C)(=O)=O	-3	0	135	-6	1.9	-2	-0.1	1	-4
CC(C)OC(=O)/C(C#N)=C/c1ccc(-c2ccc(SC(F)F)cc2)o1	-18	5	11	-9	0.9	-3	-0.1	3	1
Cc1cccc(NC(=O)c2ccccc2C(=O)Nc2cccc(C)c2)c1	3	3	1	-10	-1.2	-1	0.0	-2	4
COc1ccc2nc(NC(=O)Nc3ccccc3OC)sc2c1	1	0	3	16	5.7	2	-0.2	1	2
CC(=C/C(=O)O)/C(=C\c1ccc(Br)o1)C(=O)O	0	-4	3	2	-1.6	-1	-0.1	-4	-1
Cc1ccc2cccc(NC(=S)NC(=O)c3ccccc3)c2n1	-29	9	-2	-20	5.7	1	0.0	-1	2
CCn1c(SCC(=O)NC)nnc1C(C)C	9	-1	3	0	-1.1	-2	0.0	-3	-4
Cc1cc([N+](=O)[O-])c2c(c1C)C1C=CCC1C(c1ccccn1)N2 (configuration not stated)	4	31	3	-5	1.2	6	0.1	-1	2
O=C(CSCc1ccccc1)N/N=C/c1ccc(OCC(=O)N2CCCCC2)cc1	-6	-1	-11	-3	0.5	-3	-0.1	8	-2
CCCCNC(=O)Nc1ccccc1C(=O)NCCC	1	-1	-1	2	1.2	-5	0.1	10	-2
Cc1cccc(N2CCN(C(=O)N3CCOCC3)CC2)c1C	9	-6	6	2	-0.2	-3	-0.2	-10	4
O=C(NC(=S)NCCc1ccccn1)c1ccccc1	-6	-4	3	6	-1.5	-4	-0.1	-5	2
CCOc1ccc(C(=O)CCC(=O)NC(C)C(=O)OC)cc1 (configuration not stated)	-1	-4	-2	-4	-0.4	-5	-0.1	-1	-4
Cc1cc(C)n(CCN(C)Cc2cn[nH]c2-c2ccc(F)cc2F)n1	2	8	-4	5	-0.4	0	0.1	0	2
CC(=O)N1CCC(=NNc2ccc(S(N)(=O)=O)cc2[N+](=O)[O-])CC1	-15	-2	9	4	-0.1	1	0.4	-1	-2
C[C@@H]1Cc2c(O)c(O)cc(O)c2C(=O)O1	-20	-5	x	-1	5.1	0	0.1	-4	-6
CCc1cccc2c(C(=O)COC(=O)c3cnc(C)cn3)c[nH]c12	8	x	-8	10	-0.3	-1	0.2	x	x
Cc1cc(SCC(=O)N/N=C/c2ccc(O)cc2O)nc2ccccc12	-1	1	4	7	3.6	3	0.1	-1	10

# More records follow.
# Results follow in this order: proCasp7 act	core dimer inh	GASC-1 inh	proCasp3 act	PP5 inh	PP1 counter	Efflux pump mplx	TPT1 inh	Fh CTSL1 inh
> Cc1ccccc1OC(C)C(=O)N1CCN(c2ccccn2)CC1 (configuration not stated)
  3	4	-7	4	-1.6	0	0.3	-1	3
> O=C(CSCc1nc2ccccc2[nH]1)Nc1ccccc1
  0	-5	i	11	3.1	3	0.0	0	-2
> COc1ccc(CC(=O)Nc2c(C(N)=O)oc3ccccc23)cc1OC
  3	-3	-4	0	-2.8	3	0.3	-2	-5
> Cc1cc(C)nc(N2CCCC(C(=O)Nc3nc4ccc(S(C)(=O)=O)cc4s3)C2)n1 (configuration not stated)
  6	1	-1	5	0.9	2	0.3	-1	5
> CCOc1ccc(/C=N/NC(=O)Nc2ccccc2)cc1
  8	0	0	4	2.7	-6	0.1	-1	4
> CC(=O)N1c2ccccc2C2(C)C(C1(C)C)C2(Cl)Cl (configuration not stated)
  11	6	8	3	3.7	0	-0.1	-2	-1
> CC(Cl)C(=O)Nc1ncc(C(F)(F)F)cc1Cl (configuration not stated)
  9	3	-10	-1	2.2	4	0.1	-1	-2
> COc1ccc(NC(=O)C2Cc3ccccc3C(=O)O2)cc1 (configuration not stated)
  -5	18	10&16	5	-0.2	1	0.3	-4	-1
> COc1ccc(OCCN(C)CC(=O)Nc2ccccc2SC)cc1
  -11	-9	-29	-3	3.0	4	0.1	3	0
> O=C(NNS(=O)(=O)c1ccccc1)c1ccc(O)cc1
  -4	-4	2	4	2.0	1	0.1	1	-2
> C/C(CC(=O)Nc1cc(Cl)ccc1Cl)=N\NC(=O)COc1cccc(C)c1
  2	3	-6	4	0.4	1	0.4	1	0
> Cc1ccc2nc(C)c(C(=O)N/N=C/c3ccco3)cc2c1
  14	-13	-1	-13	-2.5	-3	-0.1	-2	0
> O=C(Cn1c(=O)sc2ccccc21)Nc1ccc(S(=O)(=O)N2CCCCC2)cc1
  -6	12	u	-4	1.6	1	-0.1	0	2
> CC[C@@H]1Cc2cc(O)ccc2C2=C1c1ccc(O)cc1C[C@H]2CC
  0	10	x	-3	2.1	-1	0.2	-3	2
> CN(C)CCCN1C(=O)C(O)=C(C(=O)c2cccs2)C1c1cccc([N+](=O)[O-])c1 (configuration not stated)
  12	-3	3	6	-1.4	-1	0.0	-1	1
> OCC[C@H]1C[C@H](O)[C@@H](O)[C@]2(CCCCO2)O1
  0	1	1	6	-0.2	-4	-0.1	-2	-1
> CCOC(=O)CN1C=C(c2ccc3ccccc3n2)C(C[N+](=O)[O-])c2ccccc21 (configuration not stated)
  1	4	-3	-1	4.6	6	0.1	-65	4
> O=C(OCc1ccccn1)c1ccc(COc2ccc3ccccc3c2)o1
  1	-6	7	2	1.9	10	-0.1	1	3
> COc1c(O)cccc1[C@@H](O)C1CCN(CCc2ccc(F)cc2)CC1
  -4	5	20	9	0.1	-1	-0.2	-10	-1

# Compound profiles (already shown).
# O=C(OCc1ccccn1)c1ccc(COc2ccc3ccccc3c2)o1 is entered as proCasp7 act: 1; core dimer inh: -6; GASC-1 inh: 7; proCasp3 act: 2; PP5 inh: 1.9; PP1 counter: 10; Efflux pump mplx: -0.1; TPT1 inh: 1; Fh CTSL1 inh: 3
# Cc1cc(C)nc(N2CCCC(C(=O)Nc3nc4ccc(S(C)(=O)=O)cc4s3)C2)n1 (configuration not stated) is entered as proCasp7 act: 6; core dimer inh: 1; GASC-1 inh: -1; proCasp3 act: 5; PP5 inh: 0.9; PP1 counter: 2; Efflux pump mplx: 0.3; TPT1 inh: -1; Fh CTSL1 inh: 5

# Screening data as filed in PubChem.

# No enrichment for hits. About 2.9% of those tested had a hit in this group.
